High-throughput results as filed in PubChem BioAssay.
AmpC inh no detg – qHTS Inhibitors of AmpC Beta-Lactamase (assay without detergent); P00811; AmpC nitrocefin hydrolysis, absorbance 480 nm, 0.0001% Triton; Potency, µM (titrated, usually from 57.1 µM), without a hit: top-dose activity change, negative = inhibition, usual class: inhibitors; 0.52% of 330,000 active; AID 485341, 2010;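 further: potency means the concentration at half of the fitted maximal effect; plate controls were no compound for no effect and no enzyme for full effect; nearly all actives have a fitted effect of over 20% in size; some results filed as inactive show a strong effect at the top dose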
Target sequence (P00811 whole entry, looked up): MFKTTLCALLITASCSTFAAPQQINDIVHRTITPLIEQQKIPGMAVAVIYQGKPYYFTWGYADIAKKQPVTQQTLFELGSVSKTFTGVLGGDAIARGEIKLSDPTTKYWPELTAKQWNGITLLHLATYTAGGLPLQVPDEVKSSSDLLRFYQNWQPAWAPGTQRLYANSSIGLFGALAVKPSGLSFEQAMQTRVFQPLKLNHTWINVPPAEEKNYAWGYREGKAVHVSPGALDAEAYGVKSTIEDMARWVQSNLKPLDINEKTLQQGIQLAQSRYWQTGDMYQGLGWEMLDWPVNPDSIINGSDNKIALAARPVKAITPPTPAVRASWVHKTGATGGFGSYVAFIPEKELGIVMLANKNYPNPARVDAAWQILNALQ
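20 mM phosphate pH 7.0 + 0.01% (detergent screen) or 0.0001% Triton X-100; 5.3 nM AmpC reagent; cpd preinc 15 min RT; nitrocefin (800 uM stock) to start; A480 q20 s × 4 min; Activity was normalised to no-enzyme and no-compound control wells.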
AMA1-RON2 inh – qHTS for Inhibitors of AMA1-RON; Towards Development of Antimalarial Drug Lead: Primary Screen | Plasmodium falciparum AMA1 (3D7) - RON2 peptide interaction | AlphaScreen AMA1-biotinylated RON2 peptide binding | Potency, µM (top dose mostly 58.2 µM), inactives show at the top dose activity change, negative = inhibition, most hits filed as inhibitors | 0.2% of 360,000 active | AID 720542, 2013;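 further: potency means the concentration at half of the fitted maximal effect; 0% = vehicle wells and -100% = peptide control; nearly all actives have a fitted effect of over 45% in size; some results filed as inactive show a strong effect at the top dose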
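AMA1 (3D7) with his tag at 25 nM final met compounds first, then biotinylated RON2 peptide at 25 nM; detection used donor plus acceptor beads, 10 µg/mL apiece, read by AlphaScreen after 30 min at room temperature.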
AmpC detergent – qHTS Inhibitors of AmpC Beta-Lactamase (assay with detergent) | AmpC hydrolysis of nitrocefin, absorbance 480 nm, 0.01% Triton | Potency, µM (series often up to 114 µM), for inactives: at the top dose activity change, negative = inhibition, hits mostly inhibitors | 0.041% of 370,000 active | AID 485294, 2010;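 further: potency means the concentration at half of the fitted maximal effect; 0% = no-compound wells and -100% = no-enzyme wells; nearly all actives have a fitted effect of over 25% in size; some results filed as inactive show a strong effect at the top dose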
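20 mM phosphate pH 7.0 + 0.01% (detergent screen) or 0.0001% Triton X-100; 5.3 nM AmpC reagent; cpd preinc 15 min RT; nitrocefin (800 uM stock) to start; A480 q20 s × 4 min; Activity was normalised to no-enzyme and no-compound control wells.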
Sm TGR inh – qHTS Assay for the Inhibitors of Schistosoma Mansoni Peroxiredoxins | Schistosoma mansoni thioredoxin glutathione reductase (TGR), Q962Y6 | purified TGR, DTNB reduction, TNB absorbance 405 nm | Potency, µM (doses to about 114 µM), without a hit: top-dose activity change, negative = inhibition, most hits filed as inhibitors | 3% of 360,000 active; further: potency means the concentration at half of the fitted maximal effect; nearly all actives have a fitted effect of over 60% in size
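Kinetic colorimetric format: TGR-catalysed, NADPH-driven DTNB reduction monitored via TNB absorbance. Enzyme dispensed at 20 nM; compound exposure 15 min at room temperature before reaction start.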
HCMV inh – qHTS Assay for inhibitors of the human cytomegalovirus (HCMV); activity change, negative = inhibition, % at 57.5 µM; HFF cells, HCMV-luciferase reporter, 72 h; active compounds read low; 4.5% of 410,000 active; in the data active means activity change below about -60%; inconclusive means no clear call, values can overlap the other calls; inactive means above about -39%
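Screen run at 2 compound doses on HFFs infected with reporter HCMV, MOI 1 PFU/cell. Luciferase activity from cell lysates at 72 h post infection gave inhibition relative to buffer-only and Salinomycin wells.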
FBPA Giardia inh – qHTS Assay for Inhibitors of Fructose-1,6-bisphosphate Aldolase from Giardia Lamblia; A8B2U2; purified Giardia FBPA; Potency, µM (doses to about 59.6 µM), inactives show at the highest dose activity, negative = inhibition, actives largely listed as inhibitors; 0.71% of 290,000 active; further: potency means the concentration at half of the fitted maximal effect; nearly all actives have a fitted effect of over 55% in size
Target sequence (A8B2U2 whole entry, looked up): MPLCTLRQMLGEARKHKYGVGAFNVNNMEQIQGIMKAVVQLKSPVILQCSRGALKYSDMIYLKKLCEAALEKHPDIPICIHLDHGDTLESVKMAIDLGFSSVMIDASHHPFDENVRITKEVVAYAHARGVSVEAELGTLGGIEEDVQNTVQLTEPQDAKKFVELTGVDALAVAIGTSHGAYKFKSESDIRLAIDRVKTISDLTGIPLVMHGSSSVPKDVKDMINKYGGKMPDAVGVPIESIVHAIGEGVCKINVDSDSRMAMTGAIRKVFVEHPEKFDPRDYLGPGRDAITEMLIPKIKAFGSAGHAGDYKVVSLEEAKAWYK
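Giardia FBPA (40 nM reagent) was preincubated 10 min at RT with compound (up to 57.5 uM final), then substrate plus GAPDH/TPI/NAD/arsenate coupling system with diaphorase/resazurin was added; resorufin fluorescence (525/598 nm) was read after 20 min.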
Active calls of the source: *; ? = inconclusive; nt = no result given; [ ] = remark or other dose. Unless noted, the call rests on the fitted dose curve; in most records, active means well fitted curve in the direction sought with a large enough effect; inconclusive means small, poorly fitted or top-dose-only effect, or another doubt; inactive means no such curve, though single readings can be large; an effect the other way counts as inactive or inconclusive. Unless noted, on the % scale 0 is the no-effect control and ±100 the full control effect.

SMILES | AmpC inh no detg | AMA1-RON2 inh | AmpC detergent | Sm TGR inh | HCMV inh | FBPA Giardia inh
CCC(CC)NC(=O)COC(=O)c1cc(Br)ccc1Cl | -7% | -4% | -7% | -19% | 9 | 0%
COC(=O)CC1C(=O)NCCN1C(=S)Nc1ccccc1 (stereo unspecified) | -19% | 11% | 2% | 2% | ? | -3%
CCOc1ccc(CN(C)CC(=O)Nc2ccc([N+](=O)[O-])cc2Cl)cc1 | -15% | -8% | -8% | 0% | -35 | -3%
Cc1cccc(OCCN2C(=O)C(=O)c3cccc(C)c32)c1 | -31% | -23% | -22% | -9% | -31 | 6%
CCOc1ccccc1NC(=O)CC(c1ccc(F)cc1)N1Cc2ccccc2C1=O (stereo unspecified) | nt | nt | 15% | 4% | -36 | nt
CSCCC(NC(=O)c1ccc(C)o1)C(=O)O (stereo unspecified) | -25% | 4% | ? | 0% | -15 | 2%
Cc1ccc(C(=O)OCN2C(=O)c3ccccc3C2=O)c(O)c1 | -16% | 16% | -1% | 0% | -5 | 4%
CCCc1c(C(=O)N/N=C/c2c(OC)ccc3ccccc23)nnn1-c1nonc1N | ? | 18% | -3% | 1% | 0 | 2%
CCOc1ccc(-n2c(SCc3cc(=O)oc4cc(C)ccc34)nnc2-c2cccnc2)cc1 | 99%[activator] | 5% | -12% | -1% | -65* | 4%
N#Cc1c(-c2ccco2)nc(SCc2ccc(F)cc2)[nH]c1=O | -27% | 26% | -1% | -27% | -7 | 8%
COC(=O)C1=C(C)NC(=O)/C1=C\c1ccco1 | -6% | -11% | -9% | 25µM* | -16 | 2%
C=CCNC(=O)c1ccc(C)c(Br)c1 | -17% | -2% | 4% | -7% | 82 | 2%
Cc1cccn2cc(CNS(=O)(=O)c3cccc(F)c3)nc12 | -48% | 14% | ? | 7% | -2 | -5%
COc1ccc(C(=O)N/C(=C/c2ccc(Cl)cc2)C(=O)Nc2ccc(C(=O)O)cc2)cc1 | -42% | -3% | 1% | 1% | 47 | nt
CCC(=O)NC(=S)Nc1ccc(N2CCN(C(=O)c3ccc(Cl)cc3)CC2)cc1 | 26% | ? | 1% | nt | -33 | 0%
CCOC(=O)c1[nH]c2cc3c(cc2c1NC(=O)CN1CCC2(CC1)OCCO2)OCO3 | 27% | 0% | 0% | 10% | 71 | -5%
O=C(NCc1ccco1)C1CCCN(S(=O)(=O)c2ccc(-n3cnnn3)cc2)C1 (stereo unspecified) | 37% | -6% | ? | 20µM* | -1 | 3%
Cc1ccc(C(=O)NCC(c2ccco2)N2CCc3ccccc3C2)cc1 (stereo unspecified) | -22% | -6% | -10% | -17% | 5 | nt
Nc1ccc(-c2nc3ccc(N)cc3s2)cc1 | -24% | -7% | -6% | 4% | -2 | 5%
COC(=O)c1ccccc1S(=O)(=O)NNC(=O)Nc1ccccc1 | -20% | -7% | -4% | 4% | -30 | -4%

Nothing new here: entries from further up.
SMILES | AmpC inh no detg | AMA1-RON2 inh | AmpC detergent | Sm TGR inh | HCMV inh | FBPA Giardia inh
N#Cc1c(-c2ccco2)nc(SCc2ccc(F)cc2)[nH]c1=O | -27% | 26% | -1% | -27% | -7 | 8%
COC(=O)C1=C(C)NC(=O)/C1=C\c1ccco1 | -6% | -11% | -9% | 25µM* | -16 | 2%
C=CCNC(=O)c1ccc(C)c(Br)c1 | -17% | -2% | 4% | -7% | 82 | 2%
Cc1cccn2cc(CNS(=O)(=O)c3cccc(F)c3)nc12 | -48% | 14% | ? | 7% | -2 | -5%
COc1ccc(C(=O)N/C(=C/c2ccc(Cl)cc2)C(=O)Nc2ccc(C(=O)O)cc2)cc1 | -42% | -3% | 1% | 1% | 47 | nt

Other structures follow.
SMILES | AmpC inh no detg | AMA1-RON2 inh | AmpC detergent | Sm TGR inh | HCMV inh | FBPA Giardia inh
Cc1cccc(NC(=O)c2cc(NC(=O)c3ccccc3)ccc2N2CCCCC2)c1 | 1% | -6% | -12% | 2% | ? | 1%
COc1cc(-c2cc(C(=O)Nc3cc(S(=O)(=O)N4CCOCC4)ccc3O)c3ccccc3n2)cc(OC)c1OC | 186%[activator] | -6% | nt | nt | -2 | nt
CNCC[C@H](Oc1ccc(C(F)(F)F)cc1)c1ccccc1 | 60% | 0% | ? | -11% | 38 | -1%
CC(C)(C)NC(=O)N1CCCC(C(=O)c2cccc(Cl)c2)C1 (stereo unspecified) | -1% | 4% | 1% | -5% | -27 | 6%
COc1ccc(C(=O)c2ccccc2)cc1Br | -12% | 10% | ? | 15% | -14 | nt
CCCOc1ccccc1Nc1nnc(C)c(=O)[nH]1 | -4% | -2% | -10% | -10% | 14 | -1%
Cc1noc(C)c1S(=O)(=O)Nc1ccccc1Cl | -11% | -2% | -3% | -7% | 10 | 3%
CCN(CC)C1CCN(C(=O)CCc2nnc(CCc3ccccc3)o2)C1 (stereo unspecified) | -8% | 9% | -5% | 2% | 33 | 0%
CC(=O)Nc1ccc(S(=O)(=O)N2CCN(Cc3csc(C)n3)CC2)cc1 | -8% | 6% | ? | 6% | nt | ?
COc1ccc(C(=O)NCCc2cc3c(OC)ccc(OC)c3[nH]c2=O)cc1OC | 92%[activator] | 16% | -2% | 19% | -13 | -4%
Cc1cc(C)cc(OCC(=O)OCC(=O)Nc2cc(S(=O)(=O)N3CCOCC3)ccc2C)c1 | 70%[activator] | -10%[11.6 µM] | 1% | -1% | 15 | nt
CC1=C(C)CC(C(=O)Nc2nc(-c3ccc(C)cc3C)c(C)s2)C(C(=O)O)C1 (stereo unspecified) | -25% | 0% | -14% | 7% | 17 | 14%
CCCN(CC(=O)Nc1ccc(F)c(F)c1F)CC(=O)Nc1c(Cl)cccc1Cl | 3% | 72%[activator] | 1% | 4% | ? | 1%
Cc1ccc(Cn2c(=O)n(Cc3ccco3)c(=O)c3ccccc32)cc1 | -1% | -3% | -2% | -17% | -16 | 12%
O=C(Nc1ccsc1C(=O)O)c1cccc(C(F)(F)F)c1 | -19% | -9% | -9% | 6% | 43 | 6%
COc1ccc2nc(C)c(C(N)=O)cc2c1 | -20% | -4% | 7% | 11% | 0 | -3%
COc1ccccc1N1CCN(S(=O)(=O)CCNC(=O)C(c2ccccc2)c2ccccc2)CC1 | nt | nt | 3% | 3% | -37 | nt
NC(=O)c1oc2ccccc2c1NC(=O)C1COc2ccccc2O1 (stereo unspecified) | -11% | 4% | -1% | -2% | 30 | 1%
CCOC(=O)C1CCN(C(=O)Cn2c(=O)cc(C)c3c(C)nn(C)c32)CC1 | nt | nt | 20% | 2% | -10 | nt
O=C(Nc1ccc(Cl)cc1)c1cccs1 | nt | 16% | -5% | 2% | 41 | -10%
Cc1nn(C)cc1CNC(=O)CCC(=O)O | -15% | 10% | -2% | 5% | -2 | 1%
O=C(COc1ncnc2ccccc12)Nc1ccccc1[N+](=O)[O-] | -16%[11.4 µM] | -12% | 3% | -1% | 33 | 1%
O=C(c1ccc(Cl)c(S(=O)(=O)N2CCOCC2)c1)N1CCc2ccccc2C1 | 93%[activator] | 23%[11.6 µM] | nt | nt | 7 | nt
Cn1nnnc1SCCNCc1ccccc1OCc1ccccc1Cl | 54% | -13% | -8% | -10% | ? | -10%
COCCNC(=O)C1CCCN(c2nn3c(=O)cc(C)nc3s2)C1 (stereo unspecified) | 1% | -5% | -6% | -26% | -8 | -4%
O=C(OCc1nc(-c2ccccc2Cl)no1)c1ccco1 | -28% | 3% | 2% | 0% | -7 | nt
COc1ccc(NC(=O)CN(c2ccc([N+](=O)[O-])cc2)S(=O)(=O)c2ccccc2)cc1 | -12% | -15% | 8% | 5% | -8 | 23%
Cc1ccc(-n2ncc3c(=O)n(CC(=O)N(C)C)cnc32)cc1 | -10% | -1% | -14% | 4% | 1 | 3%
CCOC(=O)CSc1nc2ccccc2c(=O)n1C | -13% | 8% | -1% | -18% | -27 | -5%
Cc1ccc(CCNS(=O)(=O)c2ccc3c(c2)C(C)(C)C(=O)N3C)cc1 | 3% | 14% | -12% | -2% | 84 | 4%
CC(=O)Nc1ccc(NC(=O)COc2ccc(S(=O)(=O)N3CCCC3)cc2C)cc1 | 1% | -15% | -6% | -11% | 19 | -1%
COc1ccc(-c2nc(SCC(=O)Nc3ccccc3)c(-c3ccc(F)cc3)[nH]2)cc1OC | nt | nt | 5% | 4% | -1 | nt
Clc1ccc2ncc(-c3nnnn3-c3ccccc3)c(-c3ccccc3)c2c1 | 28% | -13% | 3% | 4% | -36 | -12%
Cc1cc(Nc2cccc([N+](=O)[O-])c2)c2cccc(C)c2n1 | 1% | -8% | -8% | -9% | -19 | -13%
CC(=O)c1ccccc1OC(=O)COc1ccc([N+](=O)[O-])cc1 | -18% | 2% | -12% | ? | 17 | 8%
COc1ccc(NC(=S)N/N=C/c2cccn2Cc2ccc(F)cc2Cl)cc1 | -31% | -25% | 16% | -10% | -40 | 0%
COc1ccc2cc(CN(CC3CCCO3)S(=O)(=O)c3ccccc3Cl)c(=O)[nH]c2c1 (stereo unspecified) | 64%[activator] | 0% | 0% | 1% | -30 | -2%
CCCCN(CC)Cc1c(O)ccc2c(-c3ccccc3)cc(=O)oc12 | 27% | -10% | 0% | 50µM* | -11 | -11%
COc1ccccc1C(=O)Nc1cc2cc(Cl)ccc2oc1=O | -2% | -2% | -4% | 13% | 102 | 6%
CCS(=O)(=O)N1CCN(c2cc3c(cc2[N+](=O)[O-])n(C)c(=O)n3C)CC1 | -14% | 4% | 5% | 59%[activator] | -35 | -1%
O=C(Nc1nnc(-c2ccccc2)o1)c1nc2ccccc2s1 | -38% | 133%[activator] | 9% | 3% | 24 | -12%
Cc1cc(=O)n(CC(=O)NC(C)c2ccccc2)c2c1c(C)nn2C (stereo unspecified) | nt | nt | -6% | 2% | -23 | nt
CC(C)(C)c1ccc(C2=NC(=O)C(CC(=O)O)S2)cc1 (stereo unspecified) | -49% | 9% | 1% | -4% | 8 | -8%
CCOC(=O)c1ccccc1NS(=O)(=O)c1c(-c2ccc(C)cc2)csc1C(=O)OC | nt | nt | 10% | -16% | -65* | nt
CCOc1ccc(NCc2nc3ccccc3n2CCOc2ccccc2)cc1 | -49% | 14µM* | -6% | 1% | -10 | -11%
Cc1ccc(CNc2cc(C)nc3nc(-c4cccc(C)c4)nn23)cc1 | nt | nt | 15% | ? | 69 | nt
COc1cc2c(cc1NC(=O)CN1CCN(S(=O)(=O)c3ccc(F)cc3)CC1)oc1ccccc12 | -8% | -7% | -1% | 1% | 63 | -6%
CCN(CC)C(=O)CN1C(=O)C2(OCC(C)(C)CO2)c2ccccc21 | 8% | 23% | -3% | 0% | 5 | nt
CCCc1nc2c(C)ccc(C)c2c(N)c1CC | -5% | -12% | -15% | 2% | -2 | ?
